Assay outcomes deposited in PubChem BioAssay by several laboratories.
rCAG binder: binds r(CAG) RNA repeats; r(CAG) RNA repeat, TO-PRO-1 dye displacement fluorescence; inhibition, % at 3 µM; 1.3% of 370,000 active; AID 651821;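 active means inhibition above the plate cutoff, the mean of all test compounds on that plate plus 3 SD, cut at about 35% in these data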;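 further: 0% = DMSO alone and 100% = 100 µM mitoxantrone as full dye displacement; higher means more dye released from RNA so lower well fluorescence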
HGIII-sPLA2 inh: Blocks human group III sPLA2 activity. QFRET BODIPY PC-A2 liposome hydrolysis, fluorescence. 0.56% of 370,000 active. inhibition, % at 12.2 µM. Q9NZ20;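 active means inhibition above mean plus 3 SD of compounds lying within the high and low control bounds, cut at about 19% in these data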;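 further: 0% = median of test compound wells and 100% = no enzyme DMSO wells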
NPR1 activator: GC-A (human) enzyme activation. 0.14% of 370,000 active. activation, % at 10 µM. AID 1671463. P16066. HEK293 GC-A cells, cGMP TR-FRET, EC30 ANP; 0% at EC30 ANP, 100% saturating ANP; in the data active means activation above about 40%
ADAM10 inh: inhibits human ADAM10; inhibition, % at 7 µM; 0.62% of 370,000 active; O14672; AID 720582; recombinant ADAM10, EDANS/DABCYL FRET peptide cleavage, 3 h;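 active means inhibition above a per-campaign cutoff equal to the mean of compounds falling between control-based bounds plus 3 SD, cut at about 20% in these data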;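 further: 0% = DMSO wells while the 100% control is not disclosed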
ARFGAP1 inhibitor: inhibitors of rat ARFGAP1; inhibition, % at 16.5 µM; 0.26% of 360,000 active; Arfgap1-stimulated ARF1 GTP hydrolysis, GDP FP detection; Q62848;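 active means inhibition above a per-plate limit, mean inhibition of low control wells plus 3 SD, cut at about 25% in these data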;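 further: 0% = DMSO wells with enzyme and 100% = wells lacking Arfgap1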
Target sequence (Q62848 1-136 limits assumed): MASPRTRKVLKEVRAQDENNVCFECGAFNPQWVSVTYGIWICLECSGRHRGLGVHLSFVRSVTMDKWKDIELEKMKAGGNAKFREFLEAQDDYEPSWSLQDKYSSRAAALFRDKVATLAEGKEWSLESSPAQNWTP
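System: truncated rat Arfgap1 GAP domain / Benchmarks: high control wells lacking Arfgap1, low control full reaction with DMSO / Times: compound-enzyme preincubation 20 min, reaction 120 min, detection 60 min, 25 °C / Repeats: one replicate per compound / Also added: human ARF1(Δ1-17)-GTP substrate / Measured by: Tracer-displacement fluorescence polarization with EDTA stop, 620/688 nm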
FXN GAA850 act: frataxin GAA850 promoter activation; HEK293 lucGAA850 FXN promoter luciferase reporter, 24 h; percent of 10 µM SAHA response; 0.56% of 360,000 active; activation, % at 6 µM;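 active means activation above the average of all compounds screened plus 3 SD, cutoff fixed separately per campaign, cut at about 7.5% in these data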;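 further: 0% = DMSO wells and 100% = 10 µM SAHA wells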
DDE Tn6 FP inh: inhibitors of Tn6 peptide binding to human fibrin DD(E); 0.21% of 370,000 active; inhibition, % at 8.3 µM; AID 720509; Fibrin DD(E) TRITC-Tn6 fluorescence polarization displacement;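 active means inhibition above a per-campaign cutoff: mean of compounds within control limits plus 3 SD, cut at about 15% in these data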;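 further: 0% = median of all compound wells on the plate and 100% = blocking peptide control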
Target sequence (P02675 whole entry, looked up): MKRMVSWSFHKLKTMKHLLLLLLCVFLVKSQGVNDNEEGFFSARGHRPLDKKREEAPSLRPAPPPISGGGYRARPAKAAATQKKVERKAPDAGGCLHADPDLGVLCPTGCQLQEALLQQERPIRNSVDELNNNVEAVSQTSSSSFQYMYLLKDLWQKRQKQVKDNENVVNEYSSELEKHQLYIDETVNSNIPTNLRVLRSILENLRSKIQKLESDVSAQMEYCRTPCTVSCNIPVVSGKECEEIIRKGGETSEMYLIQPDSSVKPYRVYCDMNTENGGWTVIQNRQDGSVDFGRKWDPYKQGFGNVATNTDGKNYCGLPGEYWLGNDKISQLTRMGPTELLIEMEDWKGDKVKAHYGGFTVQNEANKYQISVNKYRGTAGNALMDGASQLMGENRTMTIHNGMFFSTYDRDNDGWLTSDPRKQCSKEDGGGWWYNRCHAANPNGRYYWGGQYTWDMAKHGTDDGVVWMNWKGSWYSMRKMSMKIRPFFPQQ
NPR2 activator: GC-B (human) receptor activation | P20594 | HEK293-GC-B cells, CNP EC30, cGMP TR-FRET; 0% at EC30 CNP, 100% saturating CNP | activation, % at 10 µM | 0.11% of 370,000 active | AID 1920062;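 active means activation at 10 µM reaching about 35% in either raw or pattern-adjusted values, limit read from the data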
ASAP1 GAP inh: ASAP1 ArfGAP inhibition; AID 624377; ASAP1-stimulated ARF1 GTP hydrolysis, GDP FP detection; 0.19% of 360,000 active; inhibition, % at 16.5 µM; in the data active means inhibition above about 25%;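 further: 0% = vehicle with enzyme and substrate and 100% = no enzyme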
KLK7 zymogen act: activates the human kallikrein-7 zymogen; 0.9% of 370,000 active; activation, % at 7 µM; purified proKLK7, EDANS-DABCYL substrate fluorescence; 100% is mature enzyme control, 0% vehicle; AID 652039; P49862;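 active means activation above the mean of all tested compounds plus 3 SD, computed per campaign excluding outliers beyond control limits, cut at about 13% in these data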
Target sequence (P49862 whole entry, looked up): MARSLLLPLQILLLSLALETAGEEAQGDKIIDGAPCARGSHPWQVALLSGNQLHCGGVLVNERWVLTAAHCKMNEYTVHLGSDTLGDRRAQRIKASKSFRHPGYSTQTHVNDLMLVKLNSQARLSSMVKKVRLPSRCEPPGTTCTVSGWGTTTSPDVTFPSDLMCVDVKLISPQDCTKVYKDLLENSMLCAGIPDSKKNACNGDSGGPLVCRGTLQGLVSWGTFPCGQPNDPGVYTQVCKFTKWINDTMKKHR
* hit, by the source's call; i = inactive; · = no result given. No enrichment for hits; any-hit rate near 4.5%.

SMILES	rCAG binder	HGIII-sPLA2 inh	NPR1 activator	ADAM10 inh	ARFGAP1 inhibitor	FXN GAA850 act	DDE Tn6 FP inh	NPR2 activator	ASAP1 GAP inh	KLK7 zymogen act
C[C@@H]1C[C@H](Nc2ccccc2)c2ccccc2N1C(=O)c1cccnc1	-6	-4	-2	0	15	-1.7	3	-2	0	-0.1
CC(C)(C)c1ccc(S(=O)(=O)N2CCC(c3nc4ccc(Cl)cc4[nH]3)CC2)cc1	3	-6	-2	7	-6	1.5	2	1	-16	0.5
COC(=O)Cn1c(=NC(=O)CSC(C)=O)sc2ccccc21	1	3	2	-7	0	0.4	-8	5	-3	-1.0
O=S(=O)(NC1CCCCC1Sc1ncccn1)c1ccccc1 (stereo not drawn)	0	-3	-1	8	4	1.0	3	0	-11	0.5
CCOC(=O)N1CCC(N2CCN(Cc3ccc(C)o3)C(CCO)C2)CC1 (stereo not drawn)	-5	1	0	-2	-1	2.1	-1	0	-2	0.6
COc1ccc(C(=O)Nc2ccccc2SCc2cc(=O)n3nc(C)sc3n2)cc1OC	-4	2	1	-1	4	-0.6	-3	2	2	0.0
CCOc1ccc(S(=O)(=O)N2CCCCC2)cc1NC(=O)CCc1ccc(OC)cc1	3	1	-4	3	2	0.3	-2	-3	11	0.2
CC(=O)Nc1ccccc1OC(=O)N1CCOCC1	-5	7	3	3	-4	2.7	0	2	3	-0.2
O=C(COC(=O)C1=COCCO1)Nc1cc(C(F)(F)F)ccc1Cl	1	-8	-2	2	0	3.5	-8	1	9	0.3
NC(=O)CNC(=O)C1CCCc2c1[nH]c1ccc(Cl)cc21 (stereo not drawn)	8	-1	4	-8	-1	-1.1	1	-3	3	1.4
CCN(CC)CCNC(=O)c1ccc(NC(=O)c2ccc(COc3ccccc3)cc2)cc1	-4	0	3	-10	2	-1.2	-8	4	17	0.0
CCC(C)NCCOCCOc1cc(C)c(Cl)c(C)c1 (stereo not drawn)	1	-3	-6	3	7	2.0	1	-10	6	0.2

Structures from the list above with an NH in an aromatic ring (two):
SMILES	rCAG binder	HGIII-sPLA2 inh	NPR1 activator	ADAM10 inh	ARFGAP1 inhibitor	FXN GAA850 act	DDE Tn6 FP inh	NPR2 activator	ASAP1 GAP inh	KLK7 zymogen act
CC(C)(C)c1ccc(S(=O)(=O)N2CCC(c3nc4ccc(Cl)cc4[nH]3)CC2)cc1	3	-6	-2	7	-6	1.5	2	1	-16	0.5
NC(=O)CNC(=O)C1CCCc2c1[nH]c1ccc(Cl)cc21 (stereo not drawn)	8	-1	4	-8	-1	-1.1	1	-3	3	1.4

(cont.)
SMILES	rCAG binder	HGIII-sPLA2 inh	NPR1 activator	ADAM10 inh	ARFGAP1 inhibitor	FXN GAA850 act	DDE Tn6 FP inh	NPR2 activator	ASAP1 GAP inh	KLK7 zymogen act
CCCCN(C(=O)c1ccc(N2CCCC2=O)cc1)c1c(N)n(CCC)c(=O)[nH]c1=O	-1	-3	2	0	8	-0.4	-6	-5	7	0.3
c1ccc(-c2c[nH]c3ccc(OCc4ccc5ccccc5n4)c(-c4ccccc4)c23)cc1	14	3	-2	2	·	·	5	-6	·	0.7
COC(=O)c1c(NC(C)=O)csc1C	2	3	-5	5	-14	1.2	7	1	4	-0.6
CCC(Sc1nc(C)cc(C)n1)C(=O)Nc1cc(C)on1 (stereo not drawn)	3	-2	-3	2	-5	3.4	4	1	-5	0.1
CCOC(=O)NN1C(=O)c2ccccc2NC12CCCC2	-1	2	2	i	4	-2.1	2	-1	-4	6.8
Cc1cc(C(F)(F)F)nn1CC(=O)NCc1ccccc1	-2	3	7	2	14	-1.5	0	-6	10	0.3
O=C(Nc1cc(S(=O)(=O)N2CCOCC2)ccc1N1CCCC1)c1ccc(Cl)cc1	4	5	3	-4	1	-3.3	3	4	2	-0.7
Cc1ccn2c(C(=O)N/N=C\c3ccccc3[N+](=O)[O-])c(C)nc2c1	-1	6	0	-23	-10	-1.0	-6	-4	0	-0.5
c1ccc2c(c1)ncn2-c1cncnc1	2	3	-2	-1	-7	·	2	-6	7	-0.4
Cc1sc2nc(C3CC3)nc(SCC(=O)N3CC(=O)Nc4ccccc43)c2c1C	6	-2	-26	1	2	0.7	0	-12	4	0.3
O=[N+]([O-])c1ccc(Cl)cc1NCc1cccnc1	-2	1	-1	16	2	5.4	-9	-3	-2	0.6
COc1cc(OC)c(C(=O)OCC(=O)NC23CC4CC(CC(C4)C2)C3)cc1OC	-2	11	-1	-9	-6	-0.4	0	-2	2	0.7
Cc1ccc(NC(=O)C2CCCN(c3nccc(C)n3)C2)c(C)c1 (stereo not drawn)	-1	3	-6	-11	3	1.3	-3	0	1	0.1
CC[C@@H]1Cc2[nH][nH]c(=O)c2[C@@H](c2ccc(Cl)cc2)O1	9	-10	-2	-5	7	·	6	-2	6	0.5
CC1(C)CC(=O)C2=C(C1)OC1=C(C(=O)CC(C)(C)C1)C2c1ccc(O)cc1O	-106	-11	-4	-73	-15	1.6	-3	-3	5	-28
OC(c1cc(F)cc(Cl)c1)c1ncc(-c2ccc3ccccc3c2)[nH]1 (stereo not drawn)	7	-7	-6	-5	16	0.6	-7	-8	-2	-0.3
Cc1cc2nc(-c3ccc(F)cc3)c(Cc3cccc(Cl)c3)n2c(C)c1Br	61*	-17	-5	-5	-16	·	5	-8	7	0.1
Cc1cccc(Nc2nc(-c3sc(C)nc3C)cs2)c1	1	5	-11	-1	13	8.5*	4	4	12	-0.3
COc1cccc(CNC(=O)C2Cc3ccccc3CN2C(C)=O)c1 (stereo not drawn)	-1	4	2	-4	-11	0.3	7	0	-4	0.2
CNC(=O)c1ccc(-c2cc3onc(-c4ccccc4)c3c(=O)n2C)cc1	-5	-1	-3	-4	12	1.3	5	-14	7	0.2
Cc1cc(C)c2cc(CN(CCN3CCCC3)C(=O)Nc3ccc(F)cc3)c(=O)[nH]c2c1	10	-9	1	-34	2	-0.6	1	4	0	-0.9
CCOc1cc2oc(=O)c3c(c2cc1Cl)CCC3	-1	1	-5	-22	0	2.2	-2	1	-5	-0.2
CCCc1nnc(NC(=O)CCC(=O)N2CCN(Cc3ccccc3)CC2)s1	-6	-2	6	-6	-1	-0.4	6	5	3	-0.2
COC(=O)CSc1nc2cc3c(cc2cc1C#N)OCO3	-1	8	2	-21	2	4.4	-3	-8	-3	1.6
Cc1c(C(=O)N2CCCC(C)(C(=O)NS(=O)(=O)C3CC3)C2)oc2ccccc12 (stereo not drawn)	3	-2	1	4	-1	0.9	-3	-5	0	0.8
Nn1cnc2scc(-c3ccc(Cl)cc3)c2c1=O	-4	-3	-7	-5	12	0.5	-2	4	-12	-0.1
COC(=O)c1ccc(S(=O)(=O)N2CCCN(Cc3cccc(Br)c3F)CC2)n1C	-1	5	-3	0	2	-2.0	0	1	-7	0.5
c1cnc(NC2CCCCCC2)nc1	1	1	1	-3	-6	-4.0	1	1	-2	-1.2
O=C(O)c1cccc(Cn2c(Cl)c(/C=N/NC(=O)c3ccco3)sc2=O)c1	10	1	1	-3	0	3.1	5	-1	-4	0.4
O=C(O)/C=C/C(=O)O	1	0	0	-13	-8	-0.9	-3	-2	-1	0.3
CCOc1ccc(NC(N)=O)cc1	1	-2	3	6	0	2.1	1	-4	-2	-0.2
COc1ccccc1/C=C/C(=O)NC(=S)N1CCN(C)CC1	-6	2	0	-24	-6	-0.8	2	3	5	-1.0
Cc1ccccc1Cn1nc(C)c(NC(=O)c2nc3n(n2)C(C(F)F)CC(C)N3)c1C (stereo not drawn)	0	-5	-2	-3	-6	0.1	-3	2	5	-0.3
COc1cc(S(=O)(=O)Nc2ccc(C)cc2)ccc1N=Cc1c(C)[nH]n(-c2ccc(C)cc2)c1=O	6	5	2	2	13	2.8	-1	-1	-3	0.1
CC(=O)Nc1cccc(NC(=O)CSc2nc(C3CC3)nc3ccccc23)c1	7	-2	3	3	1	-2.7	-2	2	11	0.0
CCOc1cc(C(=O)NCC(=O)N2CCC3(CC2)NCCc2[nH]cnc23)cc(OCC)c1OCC	-6	-1	2	0	1	-1.1	3	4	-5	0.1
Cc1cc(NC(=O)C2Oc3ccccc3OC2C)no1 (stereo not drawn)	5	1	2	3	0	3.7	-8	-3	4	0.2
Fc1ccccc1NC(=S)Nc1cccc2cnccc12	2	3	0	-8	4	-3.2	3	0	-2	-0.6
CC(C)CN(C(=O)COC(=O)c1ccc2c(c1)OCO2)c1c(N)n(Cc2ccccc2)c(=O)[nH]c1=O	-2	-2	-2	-10	0	-2.3	0	0	4	-0.3
O=C(c1ccccc1Cl)N(Cc1ccc(Br)cc1)N1C(=O)CCCC1=O	-3	-5	-1	0	4	0.5	1	0	-3	-0.1
O=[N+]([O-])c1ccc(-c2n(-c3ccccn3)c3ccccc3[n+]2-c2ccccn2)cc1	1	0	-6	7	2	-0.1	2	-8	8	-0.3
C#CCNC(=O)C[C@@H]1C[C@@]2(C(=O)OCC)CCCC=C2N(CCC2=CCCCC2)C1=O	2	-10	1	2	4	·	-6	5	-7	-0.1
O=C(Nc1ccncc1)Nc1ccc(F)cc1F	0	-2	-1	5	4	0.1	0	-6	5	0.0
C[C@H](CO)N1C[C@H](C)[C@@H](CN(C)S(=O)(=O)c2cn(C)cn2)Oc2ccc(NC(=O)Nc3ccccc3)cc2C1=O	-3	-7	4	0	-10	-1.3	-6	-6	17	0.0
Cc1ccc(C)c(C(O)c2ncc(-c3ccc(Cl)cc3)[nH]2)c1 (stereo not drawn)	2	-17	0	1	-13	-0.1	-1	-2	-5	-0.7
O=P(CCN1CCCCC1)(c1ccccc1)c1ccccc1	-3	2	-1	-5	-4	-2.9	3	-3	-4	-0.2
Cc1ccc(-n2c(SCC(=O)NCC3CCCO3)nc3n[nH]c(C)c3c2=N)cc1Cl (stereo not drawn)	1	-5	-6	8	3	-2.6	5	-14	-3	0.4
O=C(N/C(=C/c1ccc(Br)cc1)C(=O)N1CCCC1)c1ccccc1F	-9	-4	6	2	-8	-1.0	2	3	2	-0.5
COC(=O)c1cc2c(C)nn(C)c2s1	-2	5	-5	-8	-2	1.1	7	0	2	0.0
COC(=O)c1cc(OC)c(OC)cc1NC(=S)N1CCN(C/C=C/c2ccccc2)CC1	-2	1	1	-9	2	-0.2	12	0	-7	0.2
CC(C)Cn1c(SCC(=O)N(C)C2CCS(=O)(=O)C2)nc2cc(Cl)ccc2c1=O (stereo not drawn)	0	-3	-14	-2	-10	0.6	3	-11	-6	0.3
COc1cc(C)c(C(C)C)cc1S(=O)(=O)n1ccnc1	-4	7	4	1	-2	-0.5	0	1	-3	0.1
CC1=C(C(=O)OCc2ccccc2)C(c2ccccc2Cl)NC(=O)N1CCCCCC(=O)O (stereo not drawn)	21	-6	-3	1	-5	-0.3	2	-5	0	0.2
Cc1cc(C(=O)OCC(=O)N(C)c2ccccc2)ccc1[N+](=O)[O-]	-3	2	-1	-11	6	-0.4	-6	0	5	-0.7
O=C1CCC2(CCCCC2)N1CCCO	1	7	-3	-8	·	·	1	-3	·	0.0
